Bioassay records as filed in PubChem BioAssay.
ABCB6 inh 2: blocks the human ABCB6 transporter | fluorescence ratio to DMSO, % at 10 µM | Q9NP58 | hit rate 0.19% among 360,000 | K562-ABCB6 porphyrin accumulation, flow cytometry, 1 h; stronger effect = lower value;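 active means fluorescence ratio to DMSO below 75%, the collection mean minus 3 SD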;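 further: signal is porphyrin accumulated inside mitochondria; 100% equals median channel fluorescence of DMSO control wells; lower ratio means ABCB6 inhibition with less porphyrin fluorescence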
Target sequence (Q9NP58 whole entry, looked up): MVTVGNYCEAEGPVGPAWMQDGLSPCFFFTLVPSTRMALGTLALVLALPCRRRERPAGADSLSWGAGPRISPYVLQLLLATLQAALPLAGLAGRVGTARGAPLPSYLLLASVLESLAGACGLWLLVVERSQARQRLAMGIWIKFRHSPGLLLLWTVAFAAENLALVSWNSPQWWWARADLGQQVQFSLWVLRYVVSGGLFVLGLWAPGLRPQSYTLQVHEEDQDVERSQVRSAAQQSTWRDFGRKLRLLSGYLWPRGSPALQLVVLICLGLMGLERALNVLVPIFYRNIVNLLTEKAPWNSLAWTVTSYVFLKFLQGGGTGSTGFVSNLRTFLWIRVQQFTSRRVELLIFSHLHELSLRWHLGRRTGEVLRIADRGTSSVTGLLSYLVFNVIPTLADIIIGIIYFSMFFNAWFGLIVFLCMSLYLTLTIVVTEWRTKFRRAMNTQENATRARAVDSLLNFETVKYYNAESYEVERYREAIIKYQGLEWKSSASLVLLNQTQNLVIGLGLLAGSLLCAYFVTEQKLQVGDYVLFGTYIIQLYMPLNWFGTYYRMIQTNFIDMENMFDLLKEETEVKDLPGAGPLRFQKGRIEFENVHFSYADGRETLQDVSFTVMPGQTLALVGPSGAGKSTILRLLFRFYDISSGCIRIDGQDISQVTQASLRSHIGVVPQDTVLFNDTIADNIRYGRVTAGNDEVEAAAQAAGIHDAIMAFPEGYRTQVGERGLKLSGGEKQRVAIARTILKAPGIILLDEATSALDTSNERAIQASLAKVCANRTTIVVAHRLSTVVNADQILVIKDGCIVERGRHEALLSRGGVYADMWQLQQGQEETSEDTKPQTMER
HTR2A ag: activates the mouse 5-HT2A serotonin receptor; P35363; CHO-K1 mHTR2A beta-arrestin complementation, luminescence; percent of 30 µM serotonin response; activation, % at 7.6 µM; hit rate 0.66% among 360,000;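 active means activation above a run cutoff, the mean activation of all tested compounds plus 3 SD, cut at about 14% in these data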;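 further: 0% = plate median of compound wells and 100% = 30 µM serotonin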
MC4R antagonist: antagonists of human melanocortin 4 receptor (MC4R); hit rate 0.48% among 360,000; inhibition, % at 6.5 µM; MC4R-expressing cells, MTII-stimulated cAMP, LANCE TR-FRET;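 active means inhibition above its plate's cutoff, the mean of tested wells on that plate plus 3 SD, cut at about 29% in these data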;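 further: 0% = Melanotan II alone and 100% = Melanotan II plus saturating MCL0020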
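Material: U2OS-MC4R stable cell line | Reagent: Melanotan II challenge after compound preincubation | Doses: One concentration, 6.5 µM nominal | Incubation: 30-min compound preincubation, 1-h Melanotan II challenge, 1-h detection, room temperature | Signal: TR-FRET cAMP assay | Replicates: One well per compound, no replicates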
aDG glyco act: alpha-DG glycosylation activation | Pro5-aDG cells, alpha-DG glycosylation AlphaScreen (IIH6); 0% Pro5, 100% B10-LARGE cell signal | activation, % at 10 µM | hit rate 0.22% among 360,000;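 active means activation of at least 8% versus controls, or a plate z-score of at least 8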;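 further: Pro5 are CHO cells carrying HIG-tagged alpha-DG that lacks glycosylation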
H9c2 protect: modulators protecting cardiomyocytes from myocardial damage. H9c2 cardiomyocytes, H2O2 injury protection, ATPLite, 2 h. protection from H2O2 cell death, % at 20 µM. hit rate 0.63% among 360,000;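 active means compounds giving at least 50% protection of heart cells from peroxide-induced death in the single-dose screen, raw or plate-pattern-corrected value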;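 further: 0% = DMSO wells with peroxide and 100% = DMSO wells without peroxide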
CaV13 ICDI inh: Disruptors of the CACNA1D IQ motif to Ca2+-dependent inactivation inhibitor domain association, primary screening, Förster resonance energy transfer in intact living … | HEK cells, CFP/YFP FRET ICDI-IQ, plate reader, 10 min; percent FRET-ratio fall versus neutral wells | inhibition, % at 12.3 µM | hit rate 0.098% among 340,000 | AID 743397;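 active means mean replicate inhibition of at least 30% and at least 1% of replicates passing that level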;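 further: 0% = median of the neutral control wells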
Vif inh: inhibitors of HIV Vif; HEK293T cells, Vif self-association by quenched fluorescence, imaging, 24 h; hit rate 0.35% among 340,000; inhibition, % at 7.49 µM; in the data active means inhibition above about 50%, passing the limit was not always enough; further: some results filed as inactive read as strong as hits
PDI inh: PDI (human) enzyme inhibition | AID 588391 | P07237 | inhibition, % at 10 µM | hit rate 0.052% among 350,000 | PDI insulin aggregation turbidity, A650, 90 min;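 active means mean inhibition across replicates of 30% or more, whatever share of single replicates reach that level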;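 further: absorbance from insulin aggregation driven by PDI reduction with DTT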
MC4R barr agon: human MC4R agonism via beta-arrestin; P32245; U2OS MC4R beta-arrestin complementation, luminescence; percent of melanotan II response, DMSO zero; activation, % at 8.9 µM; hit rate 0.98% among 360,000; AID 540308;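 active means activation above a per-plate cutoff, the mean activation of sample wells on that plate plus 3 SD, cut at about 8% in these data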
Glyco luc inh: blocks N-linked glycosylation in D54 reporter cells | D54 ERlucT glycosylation luciferase reporter, 24 h; percent of 100 nM tunicamycin response | reporter increase, % at 12.5 µM | hit rate 0.23% among 360,000 | AID 588692;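 active means mean luciferase reporter signal, scaled so untreated is 0 and the glycosylation-blocking control 100, at or above a set limit in every replicate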;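 further: luciferase carries N-glycosylation sites so blocking glycosylation raises the light; 0% = median of neutral control wells and 100% = median of 100 nM tunicamycin wells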
Numbers without * were called inactive; · = not tested or not shown.

Below each compound: ABCB6 inh 2	HTR2A ag	MC4R antagonist	aDG glyco act	H9c2 protect	CaV13 ICDI inh	Vif inh	PDI inh	MC4R barr agon	Glyco luc inh
CSCCC(NC(N)=O)C(=O)Nc1cccc(S(=O)(=O)N2CCOCC2)c1 (centres undefined)
  92	0	7	0.2	2	-2	-4	-7	-0.5	2
CCOC(=O)c1ccc(NC(=S)N(CCCN2CCCC2)Cc2cccs2)cc1
  79	-2	-3	0.8	11	-17	11	-1	-1.3	-1
c1ccc(-n2ncc3c(NCc4cccnc4)ncnc32)cc1
  101	-3	4	0.2	-14	-7	-1	-9	-2.6	0
Cc1n[nH]c(=O)c2c(NC(=O)CSc3nnnn3-c3ccccc3)oc(C)c12
  95	-4	5	0.0	0	-2	-3	2	1.8	2
O=C(COC(=O)c1ccccc1Br)NCc1cccs1
  100	0	17	-0.2	-2	-3	-2	2	-0.9	0
O=C(O)C1=C(Nc2ccccc2)OCC1=O
  105	9	6	-0.1	6	-3	8	12	-0.1	0
COc1ccc(C2=NS(=O)(=O)N(C)C(C(=O)N3CCC(C)CC3)=C2)cc1
  95	0	2	0.0	-14	-3	·	·	0.2	1
N[C@@H](Cc1ccccc1)c1nnc(SCc2ccccc2Cl)o1
  103	-3	5	0.4	-2	-3	3	-2	-1.3	5
Cc1ccnc2nc(C(=O)OCC(=O)c3ccc(NC(=O)CC(C)C)cc3)nn12
  96	-5	2	-0.1	1	-7	0	-9	0.0	9
CCCCCCN1N=C(C)C(C(=O)c2ccc(Cl)cc2)C1=O (centres undefined)
  93	8	0	0.0	-4	-5	4	3	4.8	-1
Cc1cccc(CCNC(=O)C2CCC(=O)N2Cc2ccc(F)cc2)c1 (centres undefined)
  99	-5	17	-0.1	1	-8	-13	-3	0.2	1
C=COCCn1c(-c2nonc2N)nc2ccccc21
  99	-2	1	-0.4	-14	-5	5	-3	-0.2	-1
COc1cc(-c2nnc(SCC(=O)Nc3cc(C)on3)n2C)cc(OC)c1O
  95	1	11	-0.1	11	·	17	-2	-0.5	2
CCOCCCNC(=O)C1CCN(S(=O)(=O)c2cc(Br)cc3c2N(C(=O)CC)CC3)CC1
  105	-1	6	-0.1	4	-2	5	2	-2.6	2
O=C(Nc1ccc(-n2cnnn2)cc1)C1CCCN1C(=O)Nc1ccc(Br)cc1 (centres undefined)
  99	-2	25	-0.1	-9	-4	5	-1	-0.5	1
Cn1c(N)c(C(=O)COC(=O)c2ccc(Cl)nc2)c(=O)n(C)c1=O
  99	-3	8	0.1	4	-5	-4	18	-0.9	0
N#Cc1c(N)nc(SCC(=O)NC2CCCCC2)c(C#N)c1-c1ccc(Cl)cc1
  102	3	-6	-0.5	-10	-4	7	-11	1.5	4
Cc1ccc(N(CC#N)C(=O)CS(=O)(=O)c2cccc([N+](=O)[O-])c2)cc1
  96	4	3	0.7	6	-3	0	12	0.4	4
COc1ccc(OCCCN2CCc3ccccc3C2)cc1
  99	-4	-1	0.0	7	-19	2	3	0.5	1
Cc1cccc(C)c1NC(=O)c1ccc([N+](=O)[O-])s1
  109	-4	3	1.2	-3	-5	2	-4	2.1	6

Going on with the list:
Below each compound: ABCB6 inh 2	HTR2A ag	MC4R antagonist	aDG glyco act	H9c2 protect	CaV13 ICDI inh	Vif inh	PDI inh	MC4R barr agon	Glyco luc inh
O=C(CN1CCCC1)NC(=O)NC1CCCC1
  94	10	5	0.0	-1	-2	-5	-3	-2.5	0
O=C(C1=C[C@H](c2ccc3c(c2)OCO3)C[C@H](OCc2ccc(CO)cc2)O1)N1CCCCCCC1
  91	0	2	0.1	6	-9	-1	-4	-0.2	1
CC(Sc1nnc(-c2ccccc2F)o1)C(=O)Nc1ccc(N2CCOCC2)cc1 (centres undefined)
  98	-1	1	-0.3	-1	-5	-1	-9	-1.1	-1
O=C(CN1CCN(c2ccccc2O)CC1)Nc1ccc([N+](=O)[O-])cc1Br
  80	13	1	-0.3	-1	4	-3	-5	4.1	-2
COc1ccccc1CNC(=O)c1ccc(OCC2CCCO2)cc1 (centres undefined)
  101	-1	-1	-0.1	0	-5	-3	-2	-1.6	1
CC(=O)c1c(C)[nH]c(C(=O)N(C)C(c2ccccc2)c2ccccc2)c1C
  97	-4	13	-0.1	3	-5	1	-5	-0.4	-1
Cc1ccc(C)c(N2CCN(C(=O)Cn3ncc4c([nH]c5ccc(C)cc54)c3=O)CC2)c1
  94	-2	8	0.1	4	-6	-4	-2	-0.8	-5
COc1cc(/C=C2/C(=N)N3C(=NC2=O)SN=C3S(C)(=O)=O)ccc1OC(=O)c1ccco1
  96	4	-2	-0.3	-2	-3	16	8	-0.8	1
CC(C)c1ccc(NC(=O)N2CCC(c3nc4ccccc4o3)CC2)cc1
  106	0	10	0.7	-4	-6	-8	0	-0.7	1
COc1ccc(N2c3ccccc3CN(Cc3ccccc3)CC2Cc2cc(OC)c(OC)c(OC)c2)cc1 (centres undefined)
  98	1	-1	-0.5	-8	-5	-1	5	3.0	-7
Cc1nn(C)cc1S(=O)(=O)N1CCN(c2cccc(Cl)c2)CC1
  96	1	-1	0.1	2	-6	6	-1	-1.9	-1
Nc1nc(=S)ss1
  97	-5	8	-0.3	29	-6	0	17	-2.6	-1
COC(=O)c1ccc(C(=O)OC)c(NC(=O)CN2CCN(c3ccccc3OC)CC2)c1
  91	3	-9	0.1	26	·	1	-8	-0.6	-4
Cn1c(=O)n(C)c2cc(NC(=O)Cc3ccccc3[N+](=O)[O-])ccc21
  96	-5	6	-0.1	2	-2	1	-4	0.0	10
CC1(C(=O)NS(=O)(=O)c2cccc(Cl)c2)CCN1C(=O)c1cccc(F)c1 (centres undefined)
  94	8	8	-0.2	4	-11	10	0	0.0	-2
Cc1ccc2cccc(OC(=O)/C=C\c3ccccc3)c2n1
  100	8	-2	-0.2	-8	-4	-2	-8	-4.3	1
O=C(C1CCCO1)N1CCN(S(=O)(=O)c2ccc(Cl)cc2)CC1 (centres undefined)
  100	-5	4	-0.1	-2	·	1	-8	-3.1	1
O=C(COC(=O)C1CC2CCCC(C1)C2=O)NNC(=O)c1ccccc1F (centres undefined)
  102	1	12	0.1	-1	-7	-6	14	0.6	0
Oc1c(Cl)cc(Cl)cc1C=Nc1ccc(Br)cc1
  99	6	-1	0.0	44	·	3	-8	-1.6	1
Cc1ccc(CNC(=O)Cn2ccc3ccccc3c2=O)o1
  94	4	3	-0.2	-1	·	5	6	0.1	2

(list continues)
Below each compound: ABCB6 inh 2	HTR2A ag	MC4R antagonist	aDG glyco act	H9c2 protect	CaV13 ICDI inh	Vif inh	PDI inh	MC4R barr agon	Glyco luc inh
C=CCn1c(SCC(=O)NC23CC4CC(CC(C4)C2)C3)nc(O)cc1=O
  114	-1	3	2.4	6	·	·	6	-0.9	2
Cc1ccc(/C=C2\OC(=O)c3ccccc32)cc1
  95	-4	-3	-0.2	-14	-7	0	-4	4.7	2
COc1ccccc1CNC(=O)CN1C(=O)c2ccccc2S1(=O)=O
  100	-4	8	0.1	3	-2	13	1	-2.8	2
COc1ccc(-c2ncc3ccccn23)cc1
  104	0	-1	0.8	28	·	3	-4	-2.4	-2

12 entries from above, sorted by SMILES length, low to high:
Below each compound: ABCB6 inh 2	HTR2A ag	MC4R antagonist	aDG glyco act	H9c2 protect	CaV13 ICDI inh	Vif inh	PDI inh	MC4R barr agon	Glyco luc inh
Nc1nc(=S)ss1
  97	-5	8	-0.3	29	-6	0	17	-2.6	-1
COc1ccc(-c2ncc3ccccn23)cc1
  104	0	-1	0.8	28	·	3	-4	-2.4	-2
Cc1ccc(/C=C2\OC(=O)c3ccccc32)cc1
  95	-4	-3	-0.2	-14	-7	0	-4	4.7	2
Cc1ccc(CNC(=O)Cn2ccc3ccccc3c2=O)o1
  94	4	3	-0.2	-1	·	5	6	0.1	2
Cc1ccc2cccc(OC(=O)/C=C\c3ccccc3)c2n1
  100	8	-2	-0.2	-8	-4	-2	-8	-4.3	1
COc1ccccc1CNC(=O)CN1C(=O)c2ccccc2S1(=O)=O
  100	-4	8	0.1	3	-2	13	1	-2.8	2
Cc1nn(C)cc1S(=O)(=O)N1CCN(c2cccc(Cl)c2)CC1
  96	1	-1	0.1	2	-6	6	-1	-1.9	-1
O=C(C1CCCO1)N1CCN(S(=O)(=O)c2ccc(Cl)cc2)CC1 (centres undefined)
  100	-5	4	-0.1	-2	·	1	-8	-3.1	1
O=C(COC(=O)C1CC2CCCC(C1)C2=O)NNC(=O)c1ccccc1F (centres undefined)
  102	1	12	0.1	-1	-7	-6	14	0.6	0
C=CCn1c(SCC(=O)NC23CC4CC(CC(C4)C2)C3)nc(O)cc1=O
  114	-1	3	2.4	6	·	·	6	-0.9	2
CC1(C(=O)NS(=O)(=O)c2cccc(Cl)c2)CCN1C(=O)c1cccc(F)c1 (centres undefined)
  94	8	8	-0.2	4	-11	10	0	0.0	-2
COc1ccc(N2c3ccccc3CN(Cc3ccccc3)CC2Cc2cc(OC)c(OC)c(OC)c2)cc1 (centres undefined)
  98	1	-1	-0.5	-8	-5	-1	5	3.0	-7
